Compound activity as filed in PubChem BioAssay.
H37Rv inhibition – M. tuberculosis growth inhibition, HTS (AID 449762). M. tuberculosis H37Rv growth inhibition, 7H9 media; higher % means a stronger effect. one-dose inhibition, % at 25 µM; IC50 in µM for titrated hits. 330,000 compounds, 0.59% hits; in the data active = a potency from the dose series; inconclusive = inhibition above about 70% without an active follow-up result;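 note: bacterial growth assessed after seven days of incubation; strong numbers were not always called active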
M. tuberculosis – growth inhibition of non-replicating M. tuberculosis (AID 488890) | Mycobacterium tuberculosis non-replicating, growth inhibition; higher % means a stronger effect | inhibition, % at 25 µM, or IC50 in µM where a hit was titrated | 320,000 compounds, 0.39% hits; in the data active = a potency from the dose series; inconclusive = inhibition mostly from about 82% at the one dose, without a potency; inactive = the rest, 99 in 100 with inhibition below about 76%;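 note: plate controls were DMSO cells for no effect and high antibiotic wells for full effect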
Salmonella PhoP GFP – PhoP regulon inhibitors, Salmonella typhi PhoP promoter GFP reporter, confirmatory (AID 1850) | inhibition, % at 50 µM; hits with a dose series show IC50 in µM | 310,000 compounds, 0.33% hits | Salmonella Typhi PhoP-promoter GFP reporter, fluorescence, 4 h; higher % means a stronger effect; in the data active = a potency from the dose series; inconclusive = inhibition mostly from about 25% at the one dose, without a potency; inactive = the rest, 99 in 100 with inhibition below about 19%;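 note: 0% = induced wells with vehicle and 100% = uninduced wells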
inhibitors of VEEV – inhibitors of VEEV TC-83 cytopathic effect, confirmation, Vero cells (AID 588727) | Vero cells, VEEV TC-83 cytopathic effect inhibition; higher % means a stronger effect | inhibition, % at 20 µM; hits with a dose series show IC50 in µM | 350,000 compounds, 0.13% hits; in the data active = a potency from the dose series; inconclusive = inhibition mostly from about 14% at the one dose, without a potency; inactive = the rest, 99 in 100 with inhibition below about 12%; note: strong numbers were not always called active
H1N1 NS1A inhibition – H1N1 influenza NS1A inhibitors, functional cell based assay (AID 504329); NS1A functional cell-based assay, percent inhibition; higher % means a stronger effect; inhibition, % at 12.5 µM, or IC50 in µM where a hit was titrated; 340,000 compounds, 0.3% hits; in the data active = a potency from the dose series; inconclusive = inhibition above about 27% without an active follow-up result; note: strong numbers were not always called active
inhibitors of VEEV 10K pilot screen – second read-out of inhibitors of VEEV, no call of its own (marks repeat the call); inhibition, %; measured here: 10K pilot screen inhibition
* = called active by the depositor; i = inactive; u = inconclusive; x = not tested or not shown; & = joins results of further samples.

SMILES	H37Rv inhibition	M. tuberculosis	Salmonella PhoP GFP	inhibitors of VEEV	H1N1 NS1A inhibition	others
CCOC(=O)Cn1cc(C(=O)c2ccccc2)c2ccccc21	12%	u	-8%	i	26%
COc1ccccc1C(=O)NC(=O)COC(=O)Cn1cnc2c1c(=O)n(C)c(=O)n2C	1%	-11%	3%	0.3%	-1%
Cc1nnc(SCc2nc3ccccc3c(=O)n2-c2ccccc2Cl)n1N	-3%	8%	11%	1.0%	-8%
O=C(Nc1cc(F)ccc1F)C1CCN(S(=O)(=O)c2cccc3nonc23)CC1	0%	5%	-10%	3.2%	-10%
CCCCNc1c(-c2ccc(SC(C)CC)cc2)nc2cnccn12 (configuration not stated)	u	u	x	i	-28%	inhibitors of VEEV 10K pilot screen=0.0
COCCn1c(=NC(=O)CSCC(=O)N2CCOCC2)sc2cc(C)ccc21	-18%	-1%	-7%	1.9%	-6%
COc1ccc(S(=O)(=O)N2CCCC2CNC(=O)C(=O)NCc2ccco2)cc1 (configuration not stated)	-5%	9%	5%	1.9%	0%
O=C(NCc1ccccc1F)c1ccncc1	0%	-2%	11%	i	-13%
O=C(CCSCCC(=O)NN=Cc1ccc(F)cc1)NN=Cc1ccc(F)cc1	x	x	x	i	6%
O=S(=O)(c1ccc(F)cc1)N1CCN(C(=S)NC2CC2)CC1	-3%	-9%	x	0.6%	-4%
CCOC(=O)c1c(C)[nH]c(C(=O)COC(=O)CNC(=O)c2ccccc2Cl)c1C	4%	6%	-2%	1.3%	20%
Cc1cc(C)c(NC(=O)CNC(=O)COC(=O)C2CCN(c3ccc(C(F)(F)F)cn3)CC2)c(C)c1	-3%	22%	-10%	1.7%	-10%
CCc1cccc(CC)c1NC(=O)COC(=O)c1ccc2c(c1)S(=O)(=O)c1ccccc1C2=O	-9%	0%	22%	1.2%	2%
CC(=O)CC(C)(C)n1nnc(-c2ccccc2)n1	-3%	57%	1%	i	-6%
O=S(=O)(c1ccc(Cl)cc1Cl)N1CCCC1c1cccnc1 (configuration not stated)	-3%	5%	-4%	0.5%	3%

Next section (seven carried over from the part before).
SMILES	H37Rv inhibition	M. tuberculosis	Salmonella PhoP GFP	inhibitors of VEEV	H1N1 NS1A inhibition	others
O=C(CCSCCC(=O)NN=Cc1ccc(F)cc1)NN=Cc1ccc(F)cc1	x	x	x	i	6%
O=S(=O)(c1ccc(F)cc1)N1CCN(C(=S)NC2CC2)CC1	-3%	-9%	x	0.6%	-4%
CCOC(=O)c1c(C)[nH]c(C(=O)COC(=O)CNC(=O)c2ccccc2Cl)c1C	4%	6%	-2%	1.3%	20%
Cc1cc(C)c(NC(=O)CNC(=O)COC(=O)C2CCN(c3ccc(C(F)(F)F)cn3)CC2)c(C)c1	-3%	22%	-10%	1.7%	-10%
CCc1cccc(CC)c1NC(=O)COC(=O)c1ccc2c(c1)S(=O)(=O)c1ccccc1C2=O	-9%	0%	22%	1.2%	2%
CC(=O)CC(C)(C)n1nnc(-c2ccccc2)n1	-3%	57%	1%	i	-6%
O=S(=O)(c1ccc(Cl)cc1Cl)N1CCCC1c1cccnc1 (configuration not stated)	-3%	5%	-4%	0.5%	3%
CCOc1ccccc1NC(=O)CCNS(=O)(=O)c1ccc(NC(C)=O)cc1	2%	-5%	9%	1.1%	-3%
CCC(=O)c1ccc(OCC(=O)Nc2ccc(N3CCOCC3)cc2N2CCOCC2)cc1	-10%	-2%	-6%	2.6%	-6%
O=C1CCC(C(=O)NCc2ccc3c(c2)OCO3)N1 (configuration not stated)	-9%	-5%	0%	1.7%	4%
CCOC(=O)c1cc(-c2ccc(OC)cc2OC)nn1-c1ccc(C(=O)O)cc1	0%	-10%	8%	1.4%	-4%
COc1ccc(C(=O)C(Sc2nnc(C)c(=O)[nH]2)c2ccc(OC)cc2)cc1 (configuration not stated)	9%	14%	7%	2.7%	11%
O=c1c2ccccc2oc2nc(C3CCCCC3)n(Cc3ccco3)c(=O)c12	35%	39%	-9%	6.2%	2%
Cc1ccc(C(=O)CSc2nnc(-c3ccccc3N)n2C)cc1C	2%	9%	-1%	4.4%	-15%
O=C(CCNC(=O)C1CCN(S(=O)(=O)c2ccccc2)CC1)NCc1ccc(Cl)cc1Cl	-6%	12%	-8%	0.6%	5%
Cc1cc(OC(C)C(=O)NCC2CCCO2)cc(C)c1Cl (configuration not stated)	11%	u	1%	1.6%	18%
C=C1CCC[C@]2(C)C[C@H]3OC(=O)C(CNC(C)(CO)CO)[C@H]3CC12 (some centres not stated)	-3%	43%	2%	i	-16%
Cn1nnnc1SCC(=O)Nc1cc(C(F)(F)F)ccc1N1CCOCC1	-4%	5%	-5%	1.1%	-7%
COc1ccc(C(=O)NC(C(=O)OCC(=O)Nc2sccc2C(N)=O)C(C)C)cc1 (configuration not stated)	6%	-6%	x	0.2%	2%
CS(=O)(=O)N(CC(=O)N1CCCC1)Cc1ccc(F)cc1	8%	2%	-7%	0.1%	-6%
CN1CCN(C(=O)CCN2C(=O)/C(=C\c3ccc(Cl)cc3)SC2=S)CC1	12%	10%	-3%	25%	12%
Cc1ccc(-c2cn(-c3ccccc3)c3[n+]2CCCS3)cc1	0%&5%	x	9%&11%	i	-20%&4%

A draw from above in order of molecular weight, descending.
SMILES	H37Rv inhibition	M. tuberculosis	Salmonella PhoP GFP	inhibitors of VEEV	H1N1 NS1A inhibition	others
CCOC(=O)c1c(C)[nH]c(C(=O)COC(=O)CNC(=O)c2ccccc2Cl)c1C	4%	6%	-2%	1.3%	20%
Cn1nnnc1SCC(=O)Nc1cc(C(F)(F)F)ccc1N1CCOCC1	-4%	5%	-5%	1.1%	-7%
COc1ccc(C(=O)C(Sc2nnc(C)c(=O)[nH]2)c2ccc(OC)cc2)cc1 (configuration not stated)	9%	14%	7%	2.7%	11%
O=C1CCC(C(=O)NCc2ccc3c(c2)OCO3)N1 (configuration not stated)	-9%	-5%	0%	1.7%	4%

(continued)
SMILES	H37Rv inhibition	M. tuberculosis	Salmonella PhoP GFP	inhibitors of VEEV	H1N1 NS1A inhibition	others
CCOC(=O)C1CCN(c2ncnc3c2cnn3-c2ccc(OC)cc2)CC1	u	73%	-2%	2.7%	-50%
Cc1cc(/C=C(\C#N)C(N)=O)c(C)n1-c1ccc(N2CCOCC2)c([N+](=O)[O-])c1	4%	-7%	4%	5.1%	-5%
Cc1ccc(NC(=O)CCC(=O)c2cccs2)c(O)c1	-1%	1%	-2%	i	9%
Cc1cccc(NC(=O)N2CCc3ccccc3C2)c1C	6%	-2%	-5%	7.5%	-4%
Cc1nn(C(C)C)c(C)c1[C@@H]1C[C@H]2CN(Cc3cccc(Cl)c3)C(=O)[C@]23CCCN13	-5%	19%	5%	0.7%	15%
CC(C)(C)c1nnc(NC(=O)c2cccnc2)s1	2%	2%	-3%	0.1%	1%
COc1cc(NC(=O)c2ccc3c(c2)C(=O)N(CCC(C)C)C3=O)c(C(=O)O)cc1OC	-4%	52%	-8%	1.3%	-2%
COc1ncc(C2=CC(=O)CC(C)(C)C2)cn1	-9%	0%	x	0.6%	-3%
CCCCOc1ccc(C(=O)N/C(=C/C=C/c2ccccc2)C(=O)NCCCO)cc1	-1%	-18%	-2%	1.0%	1%
COc1cc(NC(=O)CSc2nc3[nH]c(=O)cc(O)c3s2)cc(OC)c1OC	-9%	3%	x	2.6%	-5%
NCCCC[C@@H]1NC(=O)[C@H](CCC(=O)O)NC(=O)c2cc([N+](=O)[O-])cc(I)c2OCC[C@@H](C(N)=O)NC1=O	-1%	0%	-8%	0.7%	-8%	inhibitors of VEEV 10K pilot screen=3.1
COc1ccc(NC(=O)CCCNC(=O)Cn2cnc3sc4c(c3c2=O)CCCC4)c(OC)c1	-2%	3%	-18%	1.9%	13%
CC(C)(O)[C@@H]1[C@@H]2C[C@@]3(CC[C@]4(C)C(CCC5[C@@]6(C)CC[C@H](O)C(C)(C)C6CC[C@]54C)[C@@H]13)C(=O)O2 (some centres not stated)	-6%	4%	2%	x	x
CCN1CCN(Cc2cc(=O)oc3ccc(Cl)cc23)CC1	1%	3%	6%	i	10%
O=C(CCl)Nc1ccc(S(=O)(=O)NC2=NCCCCC2)cc1	48%	68%	x	14%	7%
CCN(CC(=O)Nc1c(F)cccc1F)C(=O)c1ccc(N2CCCCC2)c([N+](=O)[O-])c1	-14%	20%	-5%	1.7%	2%
COc1cccc(/C=N/n2c(C3CCCCC3)n[nH]c2=S)c1OC	2%	-5%	-9%	0.5%	3%
CC(NC(=O)c1ccc(Cn2cc([N+](=O)[O-])cn2)cc1)c1ccccc1 (configuration not stated)	0%	2%	-3%	i	-5%
COc1ccc(-c2oc(NC(C)=O)c(C#N)c2-c2ccc(OC)cc2)cc1	4%	19%	-4%	8.5%	1%
O=C(C1=C[C@@H](c2ccccc2)C[C@@H](OCc2ccc(CO)cc2)O1)N1CCOCC1	13%	2%	-8%	0.3%	-3%
CONc1nc(NC(C)(C)C)nc(OCC#N)n1	-3%	-12%	-6%	0.0%	-1%
CCCCC12CN3CC(C)(CN(C1)C31C(=O)N(C)c3ccc(C)cc31)C2=O (configuration not stated)	-3%	0%	1%	0.7%	4%
COc1ccc(NS(=O)(=O)c2cc(NC(=O)c3cccs3)ccc2N2CCCC2)cc1	11%	20%	-3%	2.0%	-3%
COc1ccc(/C=N/NC(N)=S)cc1OC(=O)c1ccccc1	u	u	1%	7.2%	-1%	inhibitors of VEEV 10K pilot screen=3.9
CC(=O)Nc1ccc(S(=O)(=O)N2CCN(CCCOc3ccccc3Cl)CC2)cc1	-11%	31%	3%	i	1%
O=C(NNC(=O)c1n[nH]c2ccccc12)c1ccccc1	x	x	x	1.1%	-13%
O=C(COC(=O)/C=C/c1ccccc1)Nc1ccc2c(c1)OCCO2	8%	-6%	x	i	7%
Cn1c(=O)c(=O)n(C)c2cc(N3CCCCC3)c(NS(=O)(=O)c3ccc(Br)cc3)cc21	1%	21%	-4%	1.6%	9%
CNc1nc(Cl)nc2ncn(C)c12	x	x	x	1.2%	-3%
Oc1ccc(Cl)cc1CN1CCN(Cc2ccccc2)CC1	14%	26%	6%	2.4%	-7%
CCc1cc(=O)oc2cc(OCC(N)=O)c(Cl)cc12	-13%	-4%	2%	1.6%	18%
CCn1c(=O)c(C(=O)NNS(=O)(=O)c2ccc(C)cc2)c(O)c2ccccc21	-4%	44%	-7%	0.2%	-7%
COc1ccccc1NC(=O)CN(Cc1ccco1)C(=O)c1cccs1	-10%	6%	x	1.2%	6%
CCCN(C(=O)CSc1nnc2ccccn12)C1CCS(=O)(=O)C1 (configuration not stated)	0%	-19%	x	0.1%	-9%
Cc1ccnc(NS(=O)(=O)c2ccc(NC(=O)/C=C/c3ccccc3)cc2)n1	14%	-13%	10%	i	13%
CCN(C(=O)COc1cccc2cccnc12)C1CCS(=O)(=O)C1 (configuration not stated)	-1%	15%	3%	2.0%	2%
Nc1ncnc2sc3c(c12)CCNC3	-3%	-5%	-3%	0.5%	-1%
CCOC(=O)C(NC=O)(NC(C)(C)C)C(=O)OCC	2%	-3%	21%	0.3%	-4%
Cc1ccccc1NS(=O)(=O)c1cccc2nonc12	2%	22%	-7%	0.5%	0%
COc1ccc2c(c1)C1=NN(/C(C)=C/C(C)=O)C(c3cccc(F)c3)C1CC2 (configuration not stated)	0%	40%	-7%	2.0%	14%
Fc1ccccc1-c1nc(NCCCN2CCOCC2)c2ccccc2n1	-1%	-8%	-3%	8.3%	11%
O=C(COC(=O)CCc1ccccc1)Nc1cc(S(=O)(=O)N2CCOCC2)ccc1N1CCCC1	4%	24%	4%	1.0%	14%
Cc1ccc(-c2cn3nc(C)c(C)nc3n2)cc1	-1%	16%	-2%	1.1%	3%
Cn1c(Cn2c(=O)sc3ccccc32)nnc1SCC(=O)Nc1ccc(F)cc1	7%	-27%	0%	0.1%	-2%
Cc1cccc(N2CCN(C(=O)c3ccc(NC(=O)C4CCCO4)cc3)CC2C)c1 (configuration not stated)	-2%	6%	-10%	8.0%	4%
S=c1ncc2[nH]c(=S)[nH]c2[nH]1	x	x	x	1.6%	3%
CCOC(=O)N1CCN(S(=O)(=O)c2ccc(C(=O)Nc3nc4ccc(F)cc4s3)cc2)CC1	4%	-1%	3%	i	4%
Nc1ccc(CSc2ccc(Cl)cc2)c(Cl)c1	x	x	x	2.2%	13%

Structures above that have a CF3 group (2):
SMILES	H37Rv inhibition	M. tuberculosis	Salmonella PhoP GFP	inhibitors of VEEV	H1N1 NS1A inhibition	others
Cc1cc(C)c(NC(=O)CNC(=O)COC(=O)C2CCN(c3ccc(C(F)(F)F)cn3)CC2)c(C)c1	-3%	22%	-10%	1.7%	-10%
Cn1nnnc1SCC(=O)Nc1cc(C(F)(F)F)ccc1N1CCOCC1	-4%	5%	-5%	1.1%	-7%
